# High-throughput results: PubChem, several laboratories
# MLLE-PAM2 inh – blocks PAM2 peptide binding to the PABP1 MLLE domain | AID 588489 | 0.36% of 360,000 active | inhibition, % at 20 µM | GST-MLLE / FITC-PAM2 fluorescence polarization; in the data active means inhibition above about 35%, passing the limit was not always enough;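 further: plate controls were DMSO wells with GST-MLLE for no effect and wells lacking GST-MLLE protein for full effect; some results filed as inactive read as strong as hits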
# NadD block – inhibitors of Staphylococcus aureus NadD; purified NadD enzyme, colorimetric absorbance read-out; inhibition, % at 20 µM; 0.78% of 360,000 active; in the data active means inhibition above about 26%; further: some compounds past the cut are filed as inactive
# Rpn11 block – blocks the human proteasome subunit Rpn11; O00487; calls only at 20 µM; 0.59% of 360,000 active; AID 588493; human 26S proteasome, Ub4-pepOG fluorescence polarization; 20S core pre-blocked with epoxomicin;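 active means inhibition at 20 µM, scaled to each plate's controls, above about 33%, limit read from the data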
# Target sequence (O00487 whole entry, looked up): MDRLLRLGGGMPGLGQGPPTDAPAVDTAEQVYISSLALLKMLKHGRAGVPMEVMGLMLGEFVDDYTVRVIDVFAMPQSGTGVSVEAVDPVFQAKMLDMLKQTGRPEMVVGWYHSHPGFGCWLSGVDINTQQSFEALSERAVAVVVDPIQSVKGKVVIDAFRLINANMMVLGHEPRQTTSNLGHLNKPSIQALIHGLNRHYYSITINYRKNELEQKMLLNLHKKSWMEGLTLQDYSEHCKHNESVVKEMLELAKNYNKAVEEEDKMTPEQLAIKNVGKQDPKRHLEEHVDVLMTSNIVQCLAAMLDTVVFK
# TbMetRS inhib – blocks T. brucei methionyl-tRNA synthetase activity | purified T. brucei MetRS, ATP depletion, Kinase-Glo luminescence | inhibition, % at 11.9 µM | 0.4% of 360,000 active;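 active means inhibition above a per-plate cutoff of the control wells' mean inhibition plus 3 SD, cut at about 5.5% in these data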;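 further: 0% = DMSO wells median and 100% = median of wells with control inhibitor compound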
#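 System: purified T. brucei MetRS enzyme / Detection: Kinase-Glo luciferase luminescence reporting remaining unconsumed ATP / Medium: HEPES buffer with MgCl2, KCl, DTT, spermine, BSA, pyrophosphatase / Replication: singlicate, one well per compound / Evaluation: percent inhibition relative to median high and low control wells / Schedule: 2 h aminoacylation at 25 °C after 15 min preincubation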
# LMPTP inh – LMPTP (human) inhibition; inhibition, % at 20 µM; 0.22% of 360,000 active; recombinant LMPTP-A, OMFP fluorogenic substrate, fluorescence intensity; P24666;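 active means compounds that cut the enzyme signal by at least half of the control window in the single-dose screen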;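 further: plate controls were DMSO wells with enzyme plus substrate for no effect and substrate without enzyme for full effect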
# Target sequence (P24666 whole entry, looked up): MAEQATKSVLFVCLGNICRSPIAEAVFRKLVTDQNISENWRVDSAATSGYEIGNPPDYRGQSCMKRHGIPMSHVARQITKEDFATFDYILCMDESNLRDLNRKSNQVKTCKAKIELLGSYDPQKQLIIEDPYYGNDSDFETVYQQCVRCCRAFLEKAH
#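 Buffer or medium: Bis-Tris pH 6.0, DTT, detergent; Assay system: LMPTP-A enzyme; Quantity: 0.625 nM enzyme; Detection: endpoint fluorescence intensity; Times: 50 min dark incubation at room temperature; Controls: substrate-only low control, DMSO enzyme-plus-substrate high control; Doses: single 20 µM dose; Read-out: percent inhibition versus substrate-only and uninhibited controls; Reagent: 400 µM OMFP.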
# STEP block – blocks human striatal-enriched tyrosine phosphatase | AID 588621 | recombinant STEP, OMFP fluorogenic substrate, fluorescence | inhibition, % at 20 µM | 0.25% of 360,000 active | P54829;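 active means inhibition at 20 µM, scaled per plate between control wells, above about 37%, limit read from the data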;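 further: 0% = DMSO with enzyme and substrate and 100% = substrate only without enzyme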
# Target sequence (P54829 whole entry, looked up): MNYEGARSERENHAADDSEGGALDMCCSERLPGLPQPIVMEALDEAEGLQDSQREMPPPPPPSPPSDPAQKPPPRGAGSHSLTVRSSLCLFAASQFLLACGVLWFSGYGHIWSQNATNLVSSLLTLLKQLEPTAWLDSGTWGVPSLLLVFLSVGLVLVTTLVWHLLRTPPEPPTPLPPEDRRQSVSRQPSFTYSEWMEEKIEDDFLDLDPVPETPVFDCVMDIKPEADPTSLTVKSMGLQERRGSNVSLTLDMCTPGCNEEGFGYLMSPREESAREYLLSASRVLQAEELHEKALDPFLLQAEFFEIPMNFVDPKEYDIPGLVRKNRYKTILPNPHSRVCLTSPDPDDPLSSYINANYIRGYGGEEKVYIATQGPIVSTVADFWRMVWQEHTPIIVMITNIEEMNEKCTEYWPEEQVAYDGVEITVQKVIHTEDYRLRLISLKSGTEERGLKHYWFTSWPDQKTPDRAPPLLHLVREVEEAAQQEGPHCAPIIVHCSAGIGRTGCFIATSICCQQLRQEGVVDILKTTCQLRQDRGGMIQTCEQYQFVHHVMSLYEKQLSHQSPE
#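 Assay system: isolated STEP enzyme. Buffer or medium: pH 6.0 Bis-Tris with DTT and Tween 20. Also added: fluorogenic phosphatase substrate OMFP at 25 µM final. Dosing: 20 µM, 1% DMSO. Timing: 20 min reaction, room temperature, in the dark. Measured by: fluorescence intensity, excitation 480 nm, emission 540 nm. Evaluation: normalized % inhibition.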
# DNMT1 inh – inhibitors of human DNMT1; 0.83% of 360,000 active; inhibition (reported as % activation of signal), % at 10 µM; AID 588458; DNMT1 molecular beacon, Hinp1I cleavage, fluorescence; P26358; in the data active means inhibition above about 50%
# SUMO1 PPI mod – modulators of human SUMO1-mediated protein-protein interactions; P63165; SUMO1 binding to a labelled peptide, TR-FRET, 1 h; inhibition, % at 20 µM; 0.33% of 360,000 active; AID 602429; in the data active means inhibition above about 37%
# CSN inh – inhibitors of human CSN-mediated cullin deneddylation; inhibition, % at 12.5 µM; Q92905; Purified CSN, SCF-Nedd8-OG deneddylation, fluorescence polarization; AID 651999; 0.38% of 360,000 active;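 active means pattern-corrected inhibition above about 35%, with an unprinted fluorescence ratio check between 0.5 and 1.5, limit read from the data, passing the limit was not always enough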;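 further: 0% = enzyme with substrate and 100% = substrate without enzyme; some results filed as inactive read as strong as hits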
#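 Material: human Csn5 produced in HEK293T cells; Input: enzyme 0.24 nM; Reagent: SCFSkp2-Nedd8OG substrate at 10 nM final; Dosing: 12.5 µM compound; Incubation: 90 min reaction at room temperature; Detection: fluorescence polarization of the substrate; Evaluation: % inhibition of substrate cleavage by Csn5; Control set: substrate-only high control, full reaction low control.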
# Scp-1 inhibitor – inhibitors of human Scp-1 phosphatase; Q9GZU7; Recombinant Scp1, phosphopeptide, malachite green phosphate absorbance; inhibition, % at 20 µM; 0.88% of 340,000 active;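 active means inhibition above about 50% at 20 µM, limit read from the data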;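 further: plate controls were DMSO wells with enzyme for no effect and wells lacking enzyme for full effect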
#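 Material – SCP-1 phosphatase catalytic domain, residues 76-261 · Buffer or medium – Acidic Tris acetate buffer with magnesium and detergent · Also added – Phospho 17-mer peptide substrate · Compound – single 20 µM dose, 1% DMSO · Times – 45 min room-temperature reaction, 5 min colour, 30 min stabiliser · Technique – Phosphate-binding colour reagent, absorbance read at 630 nm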
# Starred values were filed as active, the others as inactive; i = inactive; x = no result given.
SMILES,MLLE-PAM2 inh,NadD block,Rpn11 block,TbMetRS inhib,LMPTP inh,STEP block,DNMT1 inh,SUMO1 PPI mod,CSN inh,Scp-1 inhibitor
O=C(O)c1ccc(NC(=O)c2ccccc2Br)c(NC(=O)c2ccccc2Br)c1,5.0,-2.2,i,-0.3,-1.1,-0.3,-1.7,6.4,2.1,0.8
CC(C(=O)NC1CCCCCC1)n1cc([N+](=O)[O-])cn1 (stereo not drawn),7.2,4.4,i,-0.2,-0.3,1.3,1.5,-0.7,-2.0,-2.3
CCc1cc2c(=O)c(-c3cnn(-c4ccccc4)c3)c(C)oc2c(CN2CCCCC2)c1O,-0.1,8.7,i,0.5,1.0,2.2,-4.4,3.3,2.0,-5.8
Cc1c([N+](=O)[O-])c(C(=O)N2CCCC2)nn1C,2.1,-5.4,i,-0.7,-1.7,-2.0,-1.6,1.0,-2.8,-2.8
CCCCn1c(N)c(N(CCOC)C(=O)C2CCN(S(=O)(=O)c3ccc(C)cc3)CC2)c(=O)[nH]c1=O,-9.4,-1.3,i,-0.7,-1.1,-0.8,2.5,-0.3,1.7,24.0
CCOC(=O)c1c(-c2ccc(Cl)cc2)cn2ccccc12,-17.2,2.1,i,-1.5,1.3,2.4,-6.0,4.4,1.9,-10.4
CCc1nc2ccc(C(=O)Nc3cccc(C(C)=O)c3)cc2nc1CC,-3.4,2.9,i,0.5,-1.0,0.8,-5.5,-0.7,-0.3,-7.9
CCOC(=O)c1c(-c2ccccc2)csc1NC(=O)c1cc2ccccc2oc1=O,1.6,15.5,i,0.0,0.7,3.3,0.5,0.8,7.6,-13.1
O=C1c2ccccc2C(O)(Cc2ccccc2)N1c1ccc2c(c1)OCO2 (stereo not drawn),10.6,7.4,i,-0.8,1.2,2.8,-6.4,-7.2,4.0,-3.0
Cc1noc(C)c1CS(=O)(=O)c1ccc([N+](=O)[O-])cc1,-8.1,-0.6,i,-0.4,-1.3,-3.6,3.0,-26.6,-6.7,-4.1
CCOC(=O)C1CCN(C(=O)/C=C/c2ccccc2OC)CC1,3.6,-1.3,i,-1.2,-1.7,-2.7,4.2,-1.7,-4.6,-2.2
O=CN1CCN(C(=O)Cc2ccc([N+](=O)[O-])cc2)CC1,5.8,3.1,i,0.4,-1.9,-0.5,1.9,-10.1,-16.3,-1.4
COc1ccc(OC)c(NC(=O)CCN2CCN(C/C=C/c3ccccc3)CC2)c1,2.0,-0.5,i,0.0,-1.1,-2.2,-3.0,0.2,-1.0,-2.2
Cc1ccccc1NS(=O)(=O)c1ccc(-c2ccc(=O)[nH]n2)o1,-2.6,-8.1,i,-0.5,-0.2,0.3,4.6,-20.6,-3.9,2.7
CC(=O)NS(=O)(=O)c1ccc(NC(=O)c2ccccn2)cc1,7.3,-3.3,i,-0.3,-1.7,-5.4,-1.6,-0.3,-8.1,-4.0
NC(=O)c1c(NC(=O)COC(=O)c2ccc(S(=O)(=O)Nc3ccccc3)cc2)sc2c1CCCC2,-14.3,34.6*,i,-1.1,-0.3,0.6,11.4,4.8,5.0,8.1
C[C@H](O)[C@@H]1C(=O)N2CCc3c([nH]c4ccccc34)[C@@H]2C[C@@H]1N(C)C(=O)c1cc(Cl)cc(Cl)c1,4.6,10.7,i,12.6*,1.5,1.9,-6.3,6.9,-1.0,x
CCN1CCCC1CN=Cc1c(O)n(-c2ccccc2)c(=O)c2ccccc12 (stereo not drawn),-19.7,6.3,i,0.4,-3.0,0.5,-7.8,-9.9,2.7,-1.3
CC(C)C(=O)Nc1c(-c2cccs2)c(=O)c2ccccc2n1C,-7.9,-1.1,i,-0.8,-1.0,1.6,3.9,-1.9,-8.8,-4.3
COc1cccc(S(=O)(=O)Nc2noc3ccccc23)c1,0.8,2.6,i,-0.1,1.6,-1.6,0.8,0.7,4.3,-9.7
COc1cc(OC)cc(C(=O)N2CCC(C(=O)NCCc3ccccc3)CC2)c1,4.9,-1.9,i,-0.4,-5.1,-1.7,0.9,2.5,-1.2,-2.2
O=C(COC(=O)CN1C(=O)C2CC=CCC2C1=O)Nc1cccc([N+](=O)[O-])c1 (stereo not drawn),4.1,-0.6,i,0.2,-1.2,-2.5,-5.6,-23.7,-1.8,x
CC(C)C[C@H]1CNC(=O)C(=O)N1C[C@H](C)NC(=O)Cc1ccccc1,1.1,-8.3,i,-0.4,-2.1,0.4,2.7,-5.9,3.9,-5.8
Cc1ccc(S(=O)(=O)N2CCC(C(=O)N3CC(C)OC(C)C3)CC2)cc1 (stereo not drawn),-7.2,-6.8,i,0.2,1.2,-0.2,0.1,3.7,-0.1,-4.8
O=C(CCCNS(=O)(=O)c1cccc2nsnc12)N1CCCCC1,4.8,0.3,i,0.4,-0.8,-1.9,4.1,-16.2,-0.3,0.9
COc1ccc(NC(=O)CN(C)C(=O)c2ccccc2SCC(=O)N2CCCC2)cc1,-8.5,-2.1,i,-0.6,-9.6,-1.8,-0.5,-12.1,-1.1,-6.1
Cc1ccc(C(=O)NNC2=NCCC2)cc1,-30.7,8.8,i,0.2,-1.1,-0.6,2.6,-3.3,-0.9,-3.0
O=C(O)c1ccc(CSc2nnc(-c3ccccc3Cl)n2-c2ccccc2)cc1,-5.7,0.8,i,-0.3,0.2,2.6,-1.5,2.5,-4.8,3.1
FC(F)(F)c1cnc2c(c1)[nH]c(=S)n2-c1ccc(Cl)cc1,-59.0,-1.5,i,-0.2,0.5,3.3,1.2,-1.1,-1.3,-0.9
Cc1n[nH]c(=O)n1-c1ccc(C(C)(C)C)cc1,-5.8,4.6,i,-0.1,-2.0,0.0,48.7,1.7,-14.3,-3.2
Cc1cc(Cl)ccc1NC(=O)COC(=O)c1cc([N+](=O)[O-])ccc1N1CCOCC1,-17.5,-8.1,i,-0.3,0.4,-0.9,-0.3,-26.3,-3.5,-11.4
O=C(COC(=O)c1ccco1)Nc1cccc(S(=O)(=O)N2CCCCC2)c1,-3.9,-7.0,i,0.1,1.2,1.6,5.4,3.1,1.3,-2.2
O=c1[nH]c2ccccc2n1C1CCN(CCOc2ccccc2)CC1,-12.1,0.8,i,-0.3,6.2,2.5,-0.8,4.7,-1.8,x
CCN(C(=O)CSc1nnc(Cn2nnc3ccccc32)o1)c1nc(-c2ccccc2)cs1,-16.1,-5.8,i,-1.3,2.3,-0.9,-7.3,2.1,2.0,-14.5
Cc1noc(NS(=O)(=O)c2ccc(N/C=C\C(=O)c3ccccc3)cc2)c1C,0.4,12.1,i,-0.6,-1.2,3.2,0.9,-3.7,-4.5,-1.3
O=C(c1ccc(Br)cc1)N1CCC(C(=O)N2CCN(c3ccccc3)CC2)CC1,9.2,1.4,i,-0.7,-0.9,-1.3,0.1,1.8,-1.9,4.0
OCCN(Cc1ccccc1)C(=S)Nc1ccc(F)cc1,12.8,-0.5,i,-0.3,0.4,1.2,-0.9,1.7,-0.7,-6.1
O=C(NCc1ccccc1Cl)C1CCCN1C(=O)Nc1ccccc1 (stereo not drawn),-4.3,2.5,i,0.5,0.4,-2.3,0.0,2.5,1.3,3.0
Cc1c([N+](=O)[O-])c(C(=O)NC2CCCCC2)nn1C,7.5,0.9,i,-0.4,-0.4,0.9,0.7,1.0,-3.4,-6.9
CCOC(=O)c1cc(-c2ccccc2)sc1NC(=O)CN1C(=O)c2ccccc2C1=O,7.4,12.6,i,-0.6,1.8,0.9,-0.1,4.7,-3.5,-17.6
Cc1cccc(NC(=S)Nc2ccc(Oc3ccccc3)cc2)n1,24.4,9.7,i,-0.2,2.6,1.0,7.6,2.4,0.0,2.5
Cc1cc(OC(C)C(=O)NCCCn2ccnc2)c2c(C)c(C)c(=O)oc2c1 (stereo not drawn),-23.2,0.6,i,0.0,-0.6,1.2,2.8,-3.6,-6.4,-8.0
COc1ccc(-c2nc(C#N)c(N3CCC(C(N)=O)CC3)o2)cc1,0.0,5.8,i,-1.5,0.6,2.3,1.0,-2.6,3.2,-7.5
Cc1cc(C)cc(OCc2nnc(SCC(=O)NC3CC3)n2C)c1,-27.9,-2.3,i,-0.3,0.0,-1.1,-0.4,6.5,2.8,-6.7
COc1ccc(-c2ncc3ccccn23)cc1,-9.6,2.4,i,-0.8,2.1,-2.1,-8.8,10.0,3.3,-5.9
CN(C(=S)Nc1ccccc1F)C1(c2ccccc2Cl)CCCCC1=O (stereo not drawn),-7.2,-2.8,i,-0.4,0.5,4.5,0.7,2.9,-6.2,-12.9
O=C(COC(=O)c1cccs1)NCCCc1ccccc1,1.7,-2.4,i,-0.3,-1.1,1.0,1.0,-2.3,1.4,-7.1
Cc1ccc(N2C(=O)NC(NS(=O)(=O)c3ccccc3)(C(F)(F)F)C2=O)cc1C (stereo not drawn),-1.4,-3.1,i,-0.4,-2.4,1.5,-0.5,0.5,-9.4,-7.3

# Exported tab-delimited: 3 of the compounds above
Structure	MLLE-PAM2 inh	NadD block	Rpn11 block	TbMetRS inhib	LMPTP inh	STEP block	DNMT1 inh	SUMO1 PPI mod	CSN inh	Scp-1 inhibitor
COc1ccc(-c2nc(C#N)c(N3CCC(C(N)=O)CC3)o2)cc1	0.0	5.8	i	-1.5	0.6	2.3	1.0	-2.6	3.2	-7.5
Cc1cc(C)cc(OCc2nnc(SCC(=O)NC3CC3)n2C)c1	-27.9	-2.3	i	-0.3	0.0	-1.1	-0.4	6.5	2.8	-6.7
COc1ccc(-c2ncc3ccccn23)cc1	-9.6	2.4	i	-0.8	2.1	-2.1	-8.8	10.0	3.3	-5.9

# Structures listed above marked active in TbMetRS inhib:
SMILES,MLLE-PAM2 inh,NadD block,Rpn11 block,TbMetRS inhib,LMPTP inh,DNMT1 inh,SUMO1 PPI mod,CSN inh,Scp-1 inhibitor
C[C@H](O)[C@@H]1C(=O)N2CCc3c([nH]c4ccccc34)[C@@H]2C[C@@H]1N(C)C(=O)c1cc(Cl)cc(Cl)c1,4.6,10.7,i,12.6*,1.5,-6.3,6.9,-1.0,x
